Giardia kill = Small Molecules that selectively kill Giardia lamblia: qHTS | Giardia lamblia trophozoite viability | 340,000 compounds, 0.15% hits | activity change, % at 7.66 µM, hits read low; in the data active = activity change below about -80%; inconclusive = between about -30% and that limit;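 note: parasites exposed to compound for two days anaerobically before the ATP read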
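Trophozoite viability was measured as ATP-dependent luminescence, read 15-30 min after reagent addition. Before that, parasites at 100 cells/well were exposed to compounds for 48 h, anaerobically, at 37 deg C.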
Coupling enz = qHTS Assay for Inhibitors of Fructose-1,6-bisphosphate Aldolase from Giardia Lamblia: Coupling assay counterscreen; coupling enzyme system counterscreen, AmpLite Red fluorescence; activity change, negative = inhibition, % at 58.2 µM, hits read low; 290,000 compounds, 0.67% hits; AID 2472, 2010; in the data active = activity change below about -30%
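Compounds tested against the coupling enzymes alone at 57.5 uM final; readout was AmpLite Red fluorescence (525/598 nm) after 20 min at RT.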
uPA generation = qHTS for Inhibitors of Cell Surface uPA Generation | cell surface uPA generation assay, qHTS | Potency, µM (highest dose often 38.3 µM), for the others: top-dose activity change, negative = inhibition, most hits filed as inhibitors | 330,000 compounds, 0.31% hits; active = well fitted inhibition curve with a large enough effect; inconclusive = small, poorly fitted or top-dose-only effect; inactive = no such curve, though single readings can be large or run the other way; tested in mouse RAW 264.7 cells; note: potency is the fitted concentration of half-maximal effect; nearly all actives have a fitted effect of over 55% in size
Eya2 inh = qHTS Assay for Inhibitors of the Phosphatase Activity of Eya2; AID 488837, 2010; Potency, µM (titrated, usually from 76.9 µM), without a hit: at the highest dose activity, negative = inhibition, actives largely listed as inhibitors; recombinant Eya2, OMFP fluorescence dephosphorylation (OMFP is methylfluorescein phosphate); Protein phosphatase EYA2 (Homo sapiens), O00167; 330,000 compounds, 0.006% hits; note: potency is the fitted concentration of half-maximal effect
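Eya2 (0.2 uM) preincubated 10 min at ambient with compound, then OMFP substrate added at 50 uM; 10 min reaction in 50 mM HEPES pH 7.5, 50 mM NaCl, 5 uM MgCl2, 0.05% BSA, 1 mM DTT. Fluorescence read at Ex 485/Em 525 nm.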
PKM2 activator = qHTS Assay for Activators of Human Muscle isoform 2 Pyruvate Kinase; AID 1631, 2009; Potency, µM (doses to about 57.5 µM), without a hit: at the highest dose activation, actives largely listed as activators; Pyruvate kinase PKM (Homo sapiens), P14618; 260,000 compounds, 0.34% hits; purified PKM2, Kinase-Glo ATP luminescence, activation; response scale: 0% is enzyme alone, no compound; note: potency is the fitted concentration of half-maximal effect; nearly all actives have a fitted effect of over 55% in size
Target sequence (P14618 whole entry, looked up, canonical isoform): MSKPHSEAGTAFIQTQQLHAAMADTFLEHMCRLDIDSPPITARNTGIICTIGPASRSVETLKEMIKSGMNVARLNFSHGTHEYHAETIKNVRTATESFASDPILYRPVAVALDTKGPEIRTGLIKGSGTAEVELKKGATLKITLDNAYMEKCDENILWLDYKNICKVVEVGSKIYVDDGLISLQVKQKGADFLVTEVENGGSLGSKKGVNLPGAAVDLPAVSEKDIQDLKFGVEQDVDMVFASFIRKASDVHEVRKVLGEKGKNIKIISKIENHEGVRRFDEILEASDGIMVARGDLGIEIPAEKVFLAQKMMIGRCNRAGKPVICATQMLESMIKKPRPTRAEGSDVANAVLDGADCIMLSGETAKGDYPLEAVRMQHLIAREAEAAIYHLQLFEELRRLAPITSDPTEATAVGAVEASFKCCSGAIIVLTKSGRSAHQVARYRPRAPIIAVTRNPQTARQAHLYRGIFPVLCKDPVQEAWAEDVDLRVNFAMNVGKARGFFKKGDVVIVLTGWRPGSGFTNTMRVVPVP
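ATP formation by purified human PK-M2, quantified via coupled luciferase luminescence after 1 h at room temperature with 0.1 mM ADP and 0.5 mM PEP final.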
KCNH2 3.1 inh = qHTS for Inhibitors of KCHN2 3.1: Mutant qHTS | Potassium voltage-gated channel subfamily H member 2, brain isoform KCNH2 3.1 (human) | U2OS KCNH2 3.1, thallium flux FluxOr; stronger effect = lower value | activity change, % (tested at about 1.8 µM) | 340,000 compounds, 0.95% hits | AID 720553, 2013;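 active = maximum activity change below -70%; inconclusive = maximum activity change from -70% to -50%; inactive = maximum activity change above -50%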;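 note: thallium influx rate constant from kinetic fluorescence after stimulation buffer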
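FluxOr-based Tl+ influx in U2OS cells transduced with KCNH2 3.1 virus; rate constants normalized to DMSO controls.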
Chronic BCR inh = qHTS Assay to Find Inhibitors of Chronic Active B-Cell Receptor Signaling; ABC-DLBCL IkBa-CBG/CBR reporter, luminescence ratio, 4 h; Potency, µM (titrated, usually from 46.1 µM), without a hit: at the highest dose ratio change, negative = lower green/red ratio, actives largely listed as inhibitors; 340,000 compounds, 0.05% hits; active = well fitted inhibition curve with a large enough effect in the signal ratio, with a control signal flat, not every such curve was filed as active; inconclusive = small, poorly fitted or top-dose-only effect, or effect the other way, or a change in a side signal; the % refers to the signal ratio;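 note: potency is the fitted concentration of half-maximal effect; plate controls were basal doxycycline-induced cells for no effect and cells given 10 µM MG132 for full effect; MG132 reads +100%, hits lower the ratio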
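Cell line TMD8 (human ABC DLBCL), stably expressing tet-inducible CBG68-IkBa fusion and CBR; IMDM/0.5% FBS; cpd up to 46 uM; dox induction, 4 h, 37C/5% CO2; dual luminescence; green/red ratio; MG132 control.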
USP2a block = qHTS Assay for Inhibitors of Ubiquitin-specific Protease USP2a Using CHOP2 as the Reporter. Ubiquitin carboxyl-terminal hydrolase 2 (Homo sapiens), O75604. USP2 core, Ub-CHOP2 coupled fluorogenic reporter, 485/531. Potency, µM (top dose mostly 38.3 µM), for the others: at the highest dose activity change, negative = inhibition, hits mostly inhibitors. 330,000 compounds, 0.01% hits;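 note: potency is the fitted concentration of half-maximal effect; plate controls were DMSO wells for no effect and full inhibition by NEM control for full effect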
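Deubiquitinase activity read as fluorescence (485/531 nm) after Ub-CHOP2 cleavage activates the enterokinase reporter on its substrate; USP2 core 10nM, Ub-CHOP2 and substrate 25nM each, 30min compound preincubation then 60min RT; data normalized to NEM, curves fitted.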
GALK inh = qHTS Assay for Inhibitors of Human Galactokinase (GALK); 270,000 compounds, 0.007% hits; Potency, µM (series often up to 57.5 µM), for the others: at the highest dose activity change, negative = inhibition, most hits filed as inhibitors; P51570; Purified GALK, Kinase-Glo residual ATP luminescence; AID 1868, 2009; note: potency is the fitted concentration of half-maximal effect
Target sequence (P51570 whole entry, looked up): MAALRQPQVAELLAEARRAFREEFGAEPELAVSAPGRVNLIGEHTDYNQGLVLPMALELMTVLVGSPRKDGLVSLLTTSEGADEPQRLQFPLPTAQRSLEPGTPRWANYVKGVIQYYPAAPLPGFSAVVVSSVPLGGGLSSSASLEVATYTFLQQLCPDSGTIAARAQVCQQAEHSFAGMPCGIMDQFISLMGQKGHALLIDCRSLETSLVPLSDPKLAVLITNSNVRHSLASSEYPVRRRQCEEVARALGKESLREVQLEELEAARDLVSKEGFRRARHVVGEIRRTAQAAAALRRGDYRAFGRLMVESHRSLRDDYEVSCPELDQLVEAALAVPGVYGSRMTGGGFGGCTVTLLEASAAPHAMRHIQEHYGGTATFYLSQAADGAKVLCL
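5 nM enzyme, 35 uM ATP, 100 uM galactose, 20 mM HEPES pH8.0, 5 mM MgCl2; 1 h RT; residual ATP by Kinase-Glo Plus luminescence, qHTS format.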
KCNH2 WT inh = qHTS for Inhibitors of KCHN2 3.1: Wildtype qHTS; U2OS, BacMam KCNH2, thallium flux FluxOr; stronger effect = lower value; activity change, % at 1.84 µM; 340,000 compounds, 0.37% hits;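 active = maximum activity change below -70%; inconclusive = maximum activity change between -70% and -50%; inactive = maximum activity change above -50%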
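U2OS cells were transduced with wild-type KCNH2 virus (2.03 x 10^8 / mL) for 4 h at room temperature, then cultured overnight at 37 C. Thallium flux was read with FluxOr dye. Rate constants were normalized to DMSO controls.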
B2AR arrestin = qHTS assay of beta-arrestin-biased ligands of beta2-adrenergic receptor; Potency, µM (highest dose often 46.1 µM), for inactives: at the highest dose activation, hits mostly activators; 330,000 compounds, 0.02% hits; AID 492947, 2010; Beta-2 adrenergic receptor (Homo sapiens), P07550; beta-arrestin recruitment to beta2AR, cell-based reporter;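 note: potency is the fitted concentration of half-maximal effect; 0% = DMSO controls and full agonism = EC100 isoproterenol or metaproterenol; nearly all actives have a fitted effect of over 65% in size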
* = called active by the depositor; ? = inconclusive; / = no result given; [ ] = dose if it differs, or a comment. Unless noted, calls come from the whole dose curve; as a rule, active = well fitted curve in the direction sought with a large enough effect; inconclusive = small, poorly fitted or top-dose-only effect, or another doubt; inactive = no such curve, though single readings can be large; an effect the other way counts as inactive or inconclusive. Unless noted, % is set by controls: 0 for no effect and ±100 for the full control effect.

SMILES	KCNH2 WT inh	PKM2 activator	KCNH2 3.1 inh	Chronic BCR inh	B2AR arrestin	Giardia kill	Eya2 inh	Coupling enz	USP2a block	GALK inh	uPA generation
CN(CCOc1ccc(Cl)cc1)C(=O)CNS(=O)(=O)c1ccc(N(C)C)c([N+](=O)[O-])c1	-3	/	-3	?	0.3%	-5	-11%	/	5%	/	-5%
O=C(CCCN1C(=O)C(c2ccccc2)Oc2cccnc21)NCc1ccc(F)cc1 (configuration not stated)	2	/	11	12%	0.0%	2	0%	2	1%	0%	-1%
CC1SCCN1S(=O)(=O)c1ccc2ccccc2c1 (configuration not stated)	-4	15%	6	0%	-0.4%	-14	-10%	-1	-1%	-3%	21%
Cc1cc(C)c(NC(=O)c2cc(C(=O)O)ccc2C(=O)O)c([N+](=O)[O-])c1	-7	-1%	15	1%	0.0%	-10	5%	2	-1%	0%	0%
COc1ccc(CC(=O)Oc2ccc(C)cc2Br)cc1S(=O)(=O)N1CCOCC1	2	/	5	-2%	0.0%	14	3%	/	0%	/	-2%
COc1cc(/C=N/NC(=O)c2ccc3ccccc3c2)ccc1Oc1ccc([N+](=O)[O-])cn1	-13	-7%	-43	?	4.2%	15	-14%	0	-9%	-2%	-5%
CCOc1ccc(NS(=O)(=O)c2ccc(C(=O)N(C)Cc3cccc(OC)c3OC)cc2)cc1	1	-24%	16	2%	-0.1%	1	-4%	/	-1%	6%	3%
CCc1ccccc1NC(=O)CN1CCN(C(=O)CCC(=O)N2CCC(c3ccccc3)=N2)CC1	17	/	-10	?	-0.2%	-14	20%	/	-1%	/	-4%
O=C(CS(=O)(=O)c1cn(Cc2ccc(F)cc2)c2ccccc12)N1CCCCC1	-3	5%	2	?	-0.5%	13	5%	0	4%	-3%	28%
Cc1cc2c(N=NC(=O)C3CC3c3ccccc3)c(O)[nH]c2cc1Br (configuration not stated)	-4	1%	-1	0%	-0.2%	11	1%	-1	-1%	0%	-3%

3 entries out of the list above, sorted by the value under GALK inh, highest first.
| smiles | PKM2 activator | Chronic BCR inh | B2AR arrestin | Eya2 inh | GALK inh | uPA generation |
| --- | --- | --- | --- | --- | --- | --- |
| Cc1cc(C)c(NC(=O)c2cc(C(=O)O)ccc2C(=O)O)c([N+](=O)[O-])c1 | -1% | 1% | 0.0% | 5% | 0% | 0% |
| COc1cc(/C=N/NC(=O)c2ccc3ccccc3c2)ccc1Oc1ccc([N+](=O)[O-])cn1 | -7% | ? | 4.2% | -14% | -2% | -5% |
| O=C(CS(=O)(=O)c1cn(Cc2ccc(F)cc2)c2ccccc12)N1CCCCC1 | 5% | ? | -0.5% | 5% | -3% | 28% |

Additional records:
SMILES	KCNH2 WT inh	PKM2 activator	KCNH2 3.1 inh	Chronic BCR inh	B2AR arrestin	Giardia kill	Eya2 inh	Coupling enz	USP2a block	GALK inh	uPA generation
CCCONC(=O)Nc1ccccc1[N+](=O)[O-]	6	-1%	9	?	0.4%	5	-14%	4	3%	1%	3%
CCOC(=O)c1ccc(NC(=O)COc2ccc(CNCCO)cc2OCC)cc1	4	5%	-14	?	-0.4%	-1	0%	3	-1%	6%	1%
COc1ccccc1CCC(=O)NNC(=O)c1ccc(Br)cc1	-3	-2%	11	10%	-0.2%	3	7%	-2	2%	-2%	2%
Cn1c(Cc2csc(N)n2)nnc1SCC(=O)NC1CCCCC1	0	0%	-36	4%	0.1%	?	-2%	0	0%	1%	-11%
CC(C)c1ccc(NC(=O)CSc2nc3ccccc3nc2N2CCCC2)cc1	19	-1%	-8	8%	-0.6%	-2	-26%	-1	-1%	/	1%
O=C(Nc1ccnn1C1CCN(C(=O)c2cnsn2)CC1)c1cccc(F)c1	-2	2%	7	2%	-0.3%	-7	1%	0	-3%	2%	24%
CCN(CC)S(=O)(=O)c1ccc(C(=O)NCCN(C)C)cc1	5	2%	-15	4%	0.3%	-10	11%	2	0%	-2%	-1%
O=C(c1ccc(S(=O)(=O)N2CCOCC2)cc1)N1CCN(c2ccccc2F)CC1	-3	-1%	11	5%	0.2%	7	8%	-3	1%	0%	2%
Cc1noc(C)c1C(=O)Nc1nnc(-c2ccccc2)s1	0	1%	0	?	0.5%	-5	7%	-1	-2%	-4%	10%
COc1ccc(CN2C(=O)CCC(C(=O)O)C2c2ccccc2)cc1 (configuration not stated)	3	-2%	5	2%	-0.1%	-8	?	4	4%	1%	-2%
CCOCCc1nn2c(=O)cc(CSCC(=O)Nc3cc(C)cc(C)c3)nc2s1	8	3%[0.46 µM]	-6	-6%	0.2%	3	10%	0	1%	7%	2%
Cc1nc2ccc([N+](=O)[O-])cc2[nH]1	-9	-10%	-5	-1%	-0.2%	16	9%	3	1%	-2%	0%
Cc1nc(Cl)sc1C(=O)Nc1ccccc1	22	-23%	1	8%	-0.5%	-3	1%	-1	3%	0%	-6%
O=C(Cn1c(C(=O)N2CCN(C3CCCCC3)CC2)cc2sccc21)c1ccccc1	-19	-1%	/	-2%	-0.2%	0	-3%	3	4%	11%	/
COc1cccc(Cn2c(NCc3cccnc3)nc3c2c(=O)n(C)c(=O)n3C)c1	15	-2%	-18	?	-0.3%	4	17%	/	1%	1%	-14%
Nn1c(SCC(=O)NC2CCS(=O)(=O)C2)nnc1-c1ccco1 (configuration not stated)	11	/	7	2%	-0.4%	-17	-7%	/	3%	/	3%
CC(C)Oc1ccccc1C1Nc2ccccc2C(=O)N1c1ccc2c(c1)OCCO2 (configuration not stated)	2	0%	1	?	0.3%	?	7%	3	-10%	-1%	-10%
COc1ccc(C2C(=O)N(CCc3ccccc3)CC(=O)N2C2CCCC2)cc1 (configuration not stated)	-11	-7%	4	4%	0.2%	18	-7%	/	2%	-3%	-3%
COc1ccc(C(=O)c2ccccc2)c(OCC(=O)NC2CC2)c1	2	-3%	5	2%	-0.4%	1	?	1	5%	-1%	3%
CCCC(C(=O)NCC1CCCO1)N(Cc1ccco1)C(=O)CNS(=O)(=O)c1ccc(F)cc1 (configuration not stated)	4	-20%	-2	?	0.4%	35[activator]	9%	2	5%	-1%	1%
O=C(NCc1ccccc1Cl)NC(=O)c1csc([N+](=O)[O-])c1	9	-6%	-4	0%	2.5%	?	-3%	-1	2%	-2%	1%
CCn1nc(C)c([N+](=O)[O-])c1C(=O)NNC(=O)c1ccccc1Cl	-6	-3%	2	?	0.2%	-19	15%	0	1%	-3%	-2%
CCN(c1ccc(OC)cc1)S(=O)(=O)c1nnc(NC(=O)COc2ccccc2)s1	-28	/	-2	0%	0.0%	2	0%	/	2%	-4%	?
COc1ccc(CCNC(=O)c2cnc3ccccc3n2)cc1	4	0%	9	6%	-1.0%	4	-9%	2	3%	-1%	-1%
O=C(Cn1ncc2c([nH]c3ccccc32)c1=O)N1CCN(c2ccc(F)cc2)CC1	1	/	-1	6%	0.4%	52[activator]	-6%	2	1%	0%	2%
COc1ccc(/C=C/C(=O)O)cc1S(=O)(=O)N1CCC(Cc2ccccc2)CC1	-8	-2%	-11	5%	-0.1%	15	4%	34	-1%	0%	6%
Nn1c(SCC(=O)NC2CCS(=O)(=O)C2)nc2scc(-c3ccccc3)c2c1=O (configuration not stated)	9	/	3	-2%	-0.1%	14	-3%	/	3%	/	17%
O=C(Nc1ccon1)c1cnc2sccn2c1=O	-12	1%	-4	4%	-0.4%	-9	-3%	0	1%	2%	-1%
COc1ccc(C(=O)NC(=S)NCc2ccco2)cc1	0	-6%	-4	3%	-1.1%	10	-2%	-1	0%	4%	6%
Cc1cc(OCC(=O)Nc2sc3c(c2C#N)CC(C)(C)NC3(C)C)c(C(C)C)cc1Cl	7	/	2	8%	-1.1%	10	-12%	/	3%	-5%	-11%
COc1cccc(NC(=O)CN(c2cccc(OC)c2)S(C)(=O)=O)c1	-4	12%	-31	0%	0.1%	-12	-4%	1	9%	1%	3%
C=CCn1c(SCC(=O)NC2CCS(=O)(=O)C2)nnc1-c1ccncc1 (configuration not stated)	-10	5%	-5	4%	0.0%	-7	-10%	4	3%	2%	/
COc1ccc(/C=N\NC(=O)CCN2CCN(c3ccccc3)CC2)cc1OC	33	0%	-16	-5%	0.3%	17	3%	1	-1%	-1%	3%
O=C(CC(NCCc1ccccc1)C(=O)O)Nc1ccc(O)cc1 (configuration not stated)	/	1%	/	16%	0.0%	/	-20%	3	0%	0%	/
Cc1noc(C)c1S(=O)(=O)N1CCC(Cc2ccccc2)CC1	0	-1%	-11	4%	-0.2%	6	-11%	0	0%	-1%	7%

From PubChem
